High-throughput results (PubChem BioAssay)
D1 ag = Allosteric Agonists of the Human D1 Dopamine Receptor: qHTS; D(1A) dopamine receptor (Homo sapiens), P21728; HEK293 T-REx D1 cells, calcium flux, agonist mode; activation, % at 2 µM; 1% of 360,000 active; AID 504660, 2011; in the data active = activation above about 30%; note: 0% is about no effect
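Inducible HEK293 T-REx D1 cells, force-coupled to calcium signalling, were plated at 4000 cells/well with tetracycline and held overnight at 30 C. After no-wash calcium dye loading, compound-evoked calcium rise over 180 s flagged agonists.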
D1 antag = Antagonist of Human D 1 Dopamine Receptor: qHTS; 3.2% of 360,000 active; HEK293 TREx D1 cells, calcium flux, dopamine EC80; active compounds read low; activity change, negative = inhibition, % at 10 µM; D(1A) dopamine receptor (Homo sapiens), P21728; AID 504652, 2011; in the data active = activity change below about -30%; note: % is set by controls: 0 for no effect and ±100 for the full control effect
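Kinetic fluorescence of a calcium dye serves as the read-out. D1-expressing Hek293 Trex cells, induced overnight at 30 C, are exposed to compound for 180 s before an EC80 dopamine addition, then read 180 s further.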
TRHR agonist = qHTS for Small Molecule Agonists and Allosteric Enhancers of Human TRH Receptor: Primary Screen for Agonists; 0.18% of 360,000 active; AID 493084, 2011; activation, % at 2 µM; TRHR cells, calcium flux fluo-8, FDSS agonist mode; Thyrotropin-releasing hormone receptor (Homo sapiens), P34981; in the data active = activation above about 30%; note: 0% is about no effect
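Read-out: compound-evoked intracellular calcium rise in TRHR cells, fluo-8 dye, kinetic FDSS fluorescence at 1 s/cycle following a 10-cycle baseline. Cells cultured overnight before dye loading (30 min–1.5 h, RT).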
RXFP1 ag = qHTS Assay for Agonists of the Relaxin Receptor RXFP1 | Potency, µM (doses to about 57.5 µM), for inactives: at the highest dose activation, usual class: activators | Relaxin receptor 1 (Homo sapiens), Q9HBX9 | 0.3% of 370,000 active | HEK293T-RXFP1 cAMP TR-FRET, 30 min; response scale: percent of porcine relaxin response, buffer zero; note: potency is the fitted concentration of half-maximal effect; % is set by controls: 0 for no effect and ±100 for the full control effect; nearly all actives have a fitted effect of over 60% in size; many of its hits are not listed in these tables
Target sequence (Q9HBX9 whole entry, looked up): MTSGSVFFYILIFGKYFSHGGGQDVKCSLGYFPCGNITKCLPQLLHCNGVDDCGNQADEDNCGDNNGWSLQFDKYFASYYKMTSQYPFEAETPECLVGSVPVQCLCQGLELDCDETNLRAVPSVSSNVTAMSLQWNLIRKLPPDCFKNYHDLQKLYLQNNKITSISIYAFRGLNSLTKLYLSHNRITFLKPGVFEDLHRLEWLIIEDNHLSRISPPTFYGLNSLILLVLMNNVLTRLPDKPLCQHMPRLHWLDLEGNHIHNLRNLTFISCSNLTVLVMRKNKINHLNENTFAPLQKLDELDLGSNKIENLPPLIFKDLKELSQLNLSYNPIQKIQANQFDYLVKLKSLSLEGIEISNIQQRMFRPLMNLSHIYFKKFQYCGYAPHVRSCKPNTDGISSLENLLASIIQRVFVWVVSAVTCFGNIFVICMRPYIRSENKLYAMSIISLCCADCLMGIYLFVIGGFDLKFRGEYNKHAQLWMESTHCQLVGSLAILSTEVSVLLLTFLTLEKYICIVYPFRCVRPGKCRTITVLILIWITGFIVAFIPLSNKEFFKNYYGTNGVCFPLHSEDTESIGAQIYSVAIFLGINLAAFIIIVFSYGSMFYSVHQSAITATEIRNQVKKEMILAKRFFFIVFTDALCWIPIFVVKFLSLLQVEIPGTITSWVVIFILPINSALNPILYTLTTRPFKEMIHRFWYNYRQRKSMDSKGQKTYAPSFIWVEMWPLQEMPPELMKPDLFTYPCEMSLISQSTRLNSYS
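Agonist response is measured as cAMP accumulation in an RXFP1-transfected HEK293T line under PDE4 inhibition. Values are scaled between buffer-only and 29 nM porcine relaxin, and EC50s come from standard Hill equation fits.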
D1 potentiator = Potentiators of Human D1 Dopamine Receptor: qHTS | D(1A) dopamine receptor (Homo sapiens), P21728 | HEK293 TREx D1 cells, calcium flux, dopamine EC20 potentiation | potentiation, % at 10 µM | 0.036% of 360,000 active | AID 504651, 2011; in the data active = potentiation above about 30%; note: 0% is about no effect
RXFP1 antagonist = qHTS Assay for Antagonists of the Relaxin Receptor RXFP1 | Relaxin receptor 1 (Homo sapiens), Q9HBX9 | HEK293-RXFP1, relaxin-stimulated cAMP HTRF, 30 min; active compounds read low | activity change, negative = inhibition, % at 57.5 µM | 0.59% of 350,000 active | AID 1259400, 2018;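 active = activity change of -60% or lower, but not beyond a set lower limit; inconclusive = change between -60% and -40%, or beyond the set limit; inactive = change above -40%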; note: % is set by controls: 0 for no effect and ±100 for the full control effect
TRHR PAM = qHTS for Small Molecule Agonists and Allosteric Enhancers of Human TRH Receptor: Primary Screen for Enhancers | TRHR cells, fluo-8 calcium fluorescence, EC20 TRH enhancement | 0.66% of 360,000 active | Thyrotropin-releasing hormone receptor (Homo sapiens), P34981 | enhancement, % at 2 µM; in the data active = enhancement above about 30%; note: 0% is about no effect
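Enhancer read-out: after compound pinning and an initial kinetic agonist-mode read, an EC20 of TRH (10 nM final) was injected and fluo-8 calcium signal (Ex 480/Em 530) followed at 1 s/cycle for 100 cycles in TRHR-expressing cells.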
D2 potentiator = HTS Assay for Positive Allosteric Modulators of the Human D2 Dopamine Receptor: Primary Screen for Potentiators. 0.34% of 340,000 active. D(2) dopamine receptor (Homo sapiens), P14416. AID 485347, 2010. potentiation, % at 10 µM. HEK293 T-REx D2, calcium flux, EC20 dopamine potentiation;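 active = potentiation over 3 SD above the plate norm, cut at about 30% in these data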; note: 0% is about no effect
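Primary screen. Calcium kinetics in induced HEK293 T-REx D2 cells: compound pre-addition 180 s, EC20 dopamine, 180 s more.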
Apoferritin bind = qHTS Assay for Identification of Novel General Anesthetics. 0.074% of 350,000 active. apoferritin/1-aminoanthracene competitive binding, fluorescence. Ferritin light chain (Equus caballus), P02791. Potency, µM (titrated, usually from 77.5 µM), inactives show at the top dose activity change, negative = displacement, actives largely listed as inhibitors; note: potency is the fitted concentration of half-maximal effect; % is set by controls: 0 for no effect and ±100 for the full control effect; nearly all actives have a fitted effect of over 20% in size
Target sequence (P02791 2-175 limits assumed): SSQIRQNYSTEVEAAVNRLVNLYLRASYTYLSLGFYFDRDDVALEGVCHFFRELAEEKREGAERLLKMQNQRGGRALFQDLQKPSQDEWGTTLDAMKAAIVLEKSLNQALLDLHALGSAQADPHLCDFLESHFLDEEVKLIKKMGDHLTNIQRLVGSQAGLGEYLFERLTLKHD
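Read-out: endpoint 1-AMA fluorescence, excitation 380 nm and emission 535 nm, after compounds sit 10 min at room temperature with 10 uM horse-spleen apoferritin in 50% saturated 1-AMA/PBS. Values come from four-parameter Hill fits.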
Starred values were filed as active, the others as inactive; ? = inconclusive; / = no result given; [ ] = dose if it differs, or a comment. Unless noted, calls come from the whole dose curve; as a rule, active = well fitted curve in the direction sought with a large enough effect; inconclusive = small, poorly fitted or top-dose-only effect, or another doubt; inactive = no such curve, though single readings can be large; an effect the other way counts as inactive or inconclusive.

Every second line gives: D1 ag	D1 antag	TRHR agonist	RXFP1 ag	D1 potentiator	RXFP1 antagonist	TRHR PAM	D2 potentiator	Apoferritin bind
> CSc1n[nH]c(N)c1S(=O)(=O)c1ccc(Cl)cc1
    20	-10	0.5	2.2%	-3	7	-6	2	-3%
> C/C(=N\NC(=O)c1ccncc1)c1cccnc1
    1	-2	0.2	2.7%	-3	13	-5	8	-2%
> COc1ccc(CNC(=O)CN(CC2CCCO2)C(=O)CNS(=O)(=O)c2ccc(F)cc2)cc1 (configuration not stated)
    3	-3	0.1	1.9%	-2	-15	-4	9	-10%
> O=[N+]([O-])c1ccc(N=Nc2ccc(O)cc2O)cc1
    5	-13	0.0	-0.2%	-8	-7	2	-10	-22%
> O=C(Nc1ccc(Cl)cc1F)c1cc(S(=O)(=O)N2CCCCC2)ccc1F
    1	-26	0.3	1.0%	-19	5	3	4	-18%
> CCOC(=O)C1CCCN(C(=O)c2c(-c3ccccc3Cl)noc2C)C1 (configuration not stated)
    2	0	-0.2	0.2%	3	1	-6	7	1%
> O=C(N/N=C/c1ccccc1O)/C(=C/c1ccccc1)CCO
    2	6	0.1	1.9%	-5	-12	-11	-17	122%[activator]
> COc1cccc(C2=NOC(C(=O)Nc3cc(C)nn3-c3ccccc3)C2)c1OC (configuration not stated)
    6	5	0.3	-0.4%	0	8	-3	8	-9%
> Cc1ccc(N2C(=O)Cc3ccccc3C2=O)cc1
    0	2	0.4	1.3%	0	-6	24	-2	7%
> CCOc1ccccc1CN1CCc2nc(Nc3ccc4c(c3)OCCO4)ncc2C1
    -1	4	1.1	-0.4%	0	-37	6	-3	?
> COc1ccc2nc(SCC(=O)NCc3ccc4c(c3)OCO4)[nH]c2c1
    1	-2	-0.6	0.3%	-2	10	2	-3	-14%
> Cc1ccc(S(=O)(=O)N(CC(=O)N2CCOCC2)c2ccc(Br)cc2)cc1
    3	1	0.7	-1.3%	1	-12	-4	5	-4%
> COc1ccc(NC(=O)c2cc(S(=O)(=O)N3CCOCC3)cn2C)c(OC)c1
    1	5	-0.5	-0.1%	2	11	0	-7	-5%
> Cc1c(C)n(C(=O)CN2CCC(C(N)=O)CC2)c2ccccc12
    1	-26	-0.2	1.6%	-6	3	-5	-6	-8%
> COc1ccccc1CCC(=O)OCC(=O)N1c2ccccc2NC(=O)C1(C)C
    2	8	0.1	1.5%	-6	7	-3	15	/
> CCOC(=O)c1oc2ccc(S(=O)(=O)n3nc(-c4cc(OC)cc(OC)c4)cc3N)cc2c1C
    5	7	1.5	-0.6%	0	/	3	-6	5%
> O=C1O/C(=C/C(=O)N2CCOCC2)c2ccccc21
    1	3	0.1	-3.0%	-3	17	-2	-5	3%
> COC(=O)c1ccc2c(c1)N(Cc1ccc(F)cc1)C(=O)c1ccccc1S2
    2	0	-0.2	1.2%	-2	/	-12	0	-5%
> CNC(=O)NC(=O)C(C)OC(=O)CCCc1nc2ccccc2s1 (configuration not stated)
    -1	-1	0.2	-1.8%	3	-9	0	4	-5%
> CCOC(=O)C1(CCCc2ccccc2)CCN(C(=O)c2ccoc2)CC1
    1	-15	0.2	0.0%	0	-39	-4	6	-12%

The list goes on, starting with the last 3 of the part before.
Every second line gives: D1 ag	D1 antag	TRHR agonist	RXFP1 ag	D1 potentiator	RXFP1 antagonist	TRHR PAM	D2 potentiator	Apoferritin bind
> COC(=O)c1ccc2c(c1)N(Cc1ccc(F)cc1)C(=O)c1ccccc1S2
    2	0	-0.2	1.2%	-2	/	-12	0	-5%
> CNC(=O)NC(=O)C(C)OC(=O)CCCc1nc2ccccc2s1 (configuration not stated)
    -1	-1	0.2	-1.8%	3	-9	0	4	-5%
> CCOC(=O)C1(CCCc2ccccc2)CCN(C(=O)c2ccoc2)CC1
    1	-15	0.2	0.0%	0	-39	-4	6	-12%
> CCn1ncc(CN2CCC(C(=O)Nc3cccc(-c4cccc(F)c4)c3)CC2)c1C
    19	-21	1.8	2.7%	-9	4	5	-27	-16%
> CCCCCOc1ccc(C(=O)N(Cc2ccccc2)C2CCS(=O)(=O)C2)cc1 (configuration not stated)
    6	-6	1.0	0.2%	2	?	-6	-4	-16%
> Cc1ccc(S(=O)(=O)N(CC(O)Cn2c3ccccc3c3ccccc32)c2cccc(C(=O)NCCO)c2)cc1 (configuration not stated)
    6	0	-0.5	6.1%	0	/	1	4	4%
> CCC12CN3CCN(CC(C3)/C1=N\NC(=O)c1ccc(F)cc1)C2
    1	9	0.0	3.8%	16	0	0	/	-2%
> C=CCc1c(C)nc(SC)nc1Nc1ccc(C(C)=O)cc1
    -1	-3	-0.1	-0.2%	-2	-7	-6	24	?
> Cc1ccc(Cl)c(OCC(=O)N(C)CC(=O)Nc2ccc(N3CCOCC3)cc2)c1
    2	-14	-0.2	1.5%	-6	-9	1	-4	/
> Cc1ccc2c(c1)N(CC(=O)NCc1ccco1)C(=O)C(C(C)C)O2 (configuration not stated)
    0	-1	-0.7	-1.5%	1	6	2	7	-6%
> COc1ccccc1C(=O)Nc1ccc(-c2nnn(CC(=O)N3CCOCC3)n2)cc1
    1	-1	0.0	4.9%	2	-20	-2	3	-11%
> Cc1cc(C)c(C#N)c(SCC(=O)Nc2ccc(S(=O)(=O)Nc3onc(C)c3C)cc2)n1
    1	11	-0.4	14%	0	/	-4	-3	-14%
> COc1ccc(NC(=O)c2ccc(NC(=O)COC(=O)c3cnc(C)cn3)cc2)cc1
    0	3	0.4	0.3%	-5	8	2	0	/
> CCCCOc1ccc(C(=O)Nc2cc(C)c(OCC(=O)N3CCOCC3)c(C)c2)cc1
    5	-40*	0.2	1.3%	-28	-10	2	23	-8%
> CCN(CC)S(=O)(=O)c1ccc(N2CCCC2)c(NC(=O)Cc2ccc(OC)cc2)c1
    1	-2	0.2	3.5%	-5	1	-12	-1	-20%
> Oc1ccc(C(=S)N2CCCCC2)cc1Cl
    4	-13	0.0	1.4%	0	-6	1	-8	?
> O=C1c2cccnc2C(Nc2ccc(Br)cc2Br)N1Cc1cccs1 (configuration not stated)
    5	4	-0.8	-0.7%	6	/	2	2	-11%
> CC(NC(=O)c1cc(S(=O)(=O)N2CCCC2)cn1C)c1ccccc1 (configuration not stated)
    2	11	-0.1	-1.1%	-2	13	23	3	-4%
> COC(=O)c1c(SC)nc2ccccc2c1OCc1ccc(C)cc1
    12	7	1.3	-1.7%	1	/	-2	3	6%
> COc1cc(CC(=O)OCC(=O)Nc2ccc(N3CCOCC3)cc2)cc(OC)c1OC
    5	-8	0.1	1.6%	-8	7	-5	-11	-4%
> Cc1ccc(Cl)cc1N1CCN(C(=O)c2noc(C(C)C)c2[N+](=O)[O-])CC1
    3	-3	0.4	3.0%	1	-7	-1	8	-9%
> Cc1ccc(NC(=O)CSc2nc3ccccc3c3nc(CCc4c(C)n[nH]c4C)nn23)c(C)c1
    0	9	-0.1	2.6%	1	6	-4	-19	-4%
> O=S(=O)(c1cccc(-c2cn3cccnc3n2)c1)N1CCCCCC1
    3	-10	0.8	12%	3	2	-1	9	-12%

Continued.
Every second line gives: D1 ag	D1 antag	TRHR agonist	RXFP1 ag	D1 potentiator	RXFP1 antagonist	TRHR PAM	D2 potentiator	Apoferritin bind
> N=C1/C(=C\c2ccc(-c3cccc(C(=O)O)c3)o2)C(=O)N=C2SC=C(c3ccccc3)N12
    23	9	7.4	0.0%	-7	-21	2	6	?
> CCOC(=O)N1CCC(NC(=O)C(NS(=O)(=O)c2ccc3c(c2)CCN3C(C)=O)C(C)C)CC1 (configuration not stated)
    6	2	0.2	0.4%	-1	1	11	/	2%
> O=C(CCCn1c(=S)[nH]c2ccccc2c1=O)NC1CCCCC1
    0	-3	-1.0	2.7%	2	-111*	22	-2	-12%
> O=C(COC(=O)Cn1cc(C(F)(F)F)ccc1=O)Nc1ccc(Br)cc1F
    2	-8	-0.6	-0.2%	-2	1	6	-2	/
> O=c1c2ccccc2nc2n1CCCCN2
    4	-9	0.5	0.8%	-3	1	0	4	-10%
> CN(C)Cc1c(C(=O)N/N=C/c2cccs2)nnn1-c1nonc1N
    0	7	-0.8	-2.7%	-2	14	-2	-2	11%
> COc1cc(OC)cc(-c2nc3nc(C)c(CCC(=O)O)c(C)n3n2)c1
    3	-13	0.1	1.1%	-3	-6	-4	0	-7%
> Cc1nc(SCC(=O)NC2CCS(=O)(=O)C2)c(C#N)c(C)c1C (configuration not stated)
    0	11	0.3	2.7%	-3	-3	-14	/	/
> CN1CCN(C(c2cccc(Br)c2)c2sc3nc(-c4ccco4)nn3c2O)CC1 (configuration not stated)
    3	/	0.1	0.0%	-2	4	-2	-10	3%
> O=C(COC(=O)C1CC1)Nc1ccc(OC(F)F)cc1
    1	-11	0.0	1.7%	0	-4	2	6	-12%
> CC(=O)NC1=NC(=O)/C(=C/c2cn(C(C)=O)nc2-c2ccccc2)S1
    4	33	2.6	0.6%	-4	-8	0	2	-17%
> CCOCCCNC(=O)c1cc(=O)n(Cc2cccc(C)c2)c2ccccc12
    4	-14	0.1	0.8%	6	-9	-9	1	-24%
> COC(=O)c1c(C(=O)OC)c(-c2ccc(C)cc2)n2c1CS(=O)(=O)C2
    1	-12	0.6	0.9%	0	-5	-12	6	5%
> CCc1c(C(=O)Nc2ccc(OC)c(Cl)c2)[nH]c(C)c1C(C)=O
    6	5	0.0	-0.6%	-11	8	1	-15	-4%
> COc1ccc(C(=O)N/N=C(\C)c2ccc(NC(=O)Cc3ccccc3)cc2)c(OC)c1
    3	19	0.9	2.3%	-5	-1	3	-6	-3%
> COc1cccc(NC(=O)CCC(=O)Nc2cccc(OC)c2)c1
    5	-31*	-0.2	-0.2%	-1	-19	2	-4	-11%
> Clc1ccccc1COc1ccccc1-c1nnco1
    1	-1	0.3	0.5%	2	-6	2	14	?

An excerpt (hit frequency here may not be typical).
